# Screens from PubChem BioAssay.
# aGlu spleen mod: qHTS Assay for Inhibitors and Activators of Human alpha-Glucosidase From Spleen Homogenate; Lysosomal alpha-glucosidase (Homo sapiens), P10253; human spleen homogenate, 4-MU-alpha-glucoside fluorescence; Potency, µM (doses to about 79.9 µM), without a hit: top-dose activity change, negative = inhibition, hits mostly inhibitors; 240,000 compounds, 0.006% hits; AID 2112, 2009;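 note: 0% = enzyme with vehicle and -100% = no enzyme basal signal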
#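 Enzyme source: human spleen homogenate, 1 ug/well. Buffer 50 mM citric acid/K phosphate pH 5.0, 0.01% Tween-20. 4-MU-alpha-glucoside 1 mM; 37 C x 40 min; NaOH/glycine stop; fluorescence.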
# ALDH1A1 inh: qHTS Assay for Inhibitors of Aldehyde Dehydrogenase 1 (ALDH1A1). Aldehyde dehydrogenase 1A1 (Homo sapiens), P00352. Purified ALDH1A1, NADH fluorescence, propionaldehyde substrate. Potency, µM (titrated, usually from 75.3 µM), without a hit: at the highest dose activity, negative = inhibition, usual class: inhibitors. AID 1030, 2008. 220,000 compounds, 7.3% hits; active = well fitted inhibition curve with a large enough effect, not every such curve was filed as active; inconclusive = small, poorly fitted or top-dose-only effect, or another doubt; inactive = no such curve, though single readings can be large or run the other way;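 note: plate controls were no enzyme wells and a reference inhibitor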
# GAA glycogen: qHTS Assay for Inhibitors and Activators of Human alpha-Glucosidase Cleavage of Glycogen. Potency, µM (top dose mostly 76.4 µM), without a hit: top-dose activity change, negative = inhibition, hits mostly inhibitors. 300,000 compounds, 0.38% hits. recombinant GAA, glycogen substrate, Amplex Red glucose oxidase fluorescence. Lysosomal alpha-glucosidase (Homo sapiens), P10253. AID 2100, 2009;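 note: 0% = full enzyme reaction and -100% = no-enzyme basal signal; the screen sought inhibitors and activators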
#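 Natural-substrate format: glycogen cleavage by 4 nM human enzyme, glucose read by Amplex Red coupling (Ex 573, Em 610 nm). Normalized to enzyme and no-enzyme controls.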
# GoLoco inh red: qHTS Assay for Inhibitors of RGS12 GoLoco Motif Activity (Red Fluorophore); Guanine nucleotide-binding protein G(i) subunit alpha-1 (Homo sapiens), P63096; Gai1:RGS12 GoLoco peptide FP, rhodamine, 10 min; Potency, µM (top dose mostly 61.6 µM), inactives show top-dose activity, negative = inhibition, most hits filed as inhibitors; 230,000 compounds, 0.44% hits; AID 880, 2007; active = well fitted inhibition curve with a large enough effect, not every such curve was filed as active; inactive = no such curve, though single readings can be large or run the other way; note: % is set by controls: 0 for no effect and ±100 for the full control effect; nearly all actives have a fitted effect of over 30% in size; many of its hits are not listed in these tables
# Target sequence (P63096 whole entry, looked up): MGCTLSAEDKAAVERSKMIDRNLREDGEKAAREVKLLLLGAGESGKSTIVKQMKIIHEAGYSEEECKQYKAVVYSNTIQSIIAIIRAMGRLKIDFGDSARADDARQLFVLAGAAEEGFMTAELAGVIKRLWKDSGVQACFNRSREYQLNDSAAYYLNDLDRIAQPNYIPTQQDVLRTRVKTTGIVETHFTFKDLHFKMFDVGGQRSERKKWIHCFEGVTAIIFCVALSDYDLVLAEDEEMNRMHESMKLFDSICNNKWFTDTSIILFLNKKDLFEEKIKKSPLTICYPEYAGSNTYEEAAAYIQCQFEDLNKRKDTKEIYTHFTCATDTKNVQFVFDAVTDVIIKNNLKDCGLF
# aGal spleen mod: qHTS Assay for Inhibitors and Activators of Human alpha-Galactosidase From Spleen Homogenate; 240,000 compounds, 0.008% hits; human spleen homogenate, 4MU-alpha-Gal fluorescence, 40 min; Potency, µM (doses to about 80 µM), without a hit: at the highest dose activity change, negative = inhibition, usual class: inhibitors;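 note: 0% = enzyme with vehicle and -100% = no enzyme basal signal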
# Target sequence (P06280 32-429 limits assumed): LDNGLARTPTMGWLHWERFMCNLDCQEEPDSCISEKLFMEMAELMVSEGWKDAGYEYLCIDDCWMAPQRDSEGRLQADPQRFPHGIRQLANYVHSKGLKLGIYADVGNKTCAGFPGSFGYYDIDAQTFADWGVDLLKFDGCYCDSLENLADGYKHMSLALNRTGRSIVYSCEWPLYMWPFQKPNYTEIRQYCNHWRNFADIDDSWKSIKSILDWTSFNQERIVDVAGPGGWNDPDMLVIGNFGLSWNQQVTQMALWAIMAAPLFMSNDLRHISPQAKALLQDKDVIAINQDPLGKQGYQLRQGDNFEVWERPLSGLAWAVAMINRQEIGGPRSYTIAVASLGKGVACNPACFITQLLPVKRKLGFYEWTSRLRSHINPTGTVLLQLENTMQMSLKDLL
#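 qHTS titration in buffer at pH 5.0. Alpha-galactosidase activity in spleen homogenate was measured via 4-methylumbelliferone release from 1 mM fluorogenic substrate after 40 min at 37C and a pH 10 stop. AC50 came from Hill fits of control-normalized data.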
# GAA inh: qHTS Assay for Inhibitors of Human alpha-Glucosidase as a Potential Chaperone Treatment of Pompe Disease. Potency, µM (top dose mostly 76.9 µM), for the others: top-dose activity change, negative = inhibition, hits mostly inhibitors. 200,000 compounds, 0.005% hits. purified human GAA, 4-MU-alpha-glucoside fluorescence. Lysosomal alpha-glucosidase (Homo sapiens), P10253;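 note: plate controls were uninhibited enzyme wells for no effect and no-enzyme background for full effect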
#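 Fluorogenic assay: 4 nM human alpha-glucosidase with 400 uM 4-methylumbelliferyl-alpha-D-pyranoside in 50 mM citrate/phosphate, 0.005% Tween-20, pH 5.0, 20 min at room temperature. Compounds tested up to 77 uM; AC50 from Hill fits.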
# JMJD2E inh: qHTS Assay for Inhibitors of Human Jumonji Domain Containing 2E (JMJD2E) | Lysine-specific demethylase 4E (Homo sapiens), B2RXH2 | JMJD2E catalytic domain, FDH-coupled NADH fluorescence (FDH is formaldehyde dehydrogenase) | Potency, µM (titrated, usually from 57.1 µM), for inactives: top-dose activity change, negative = inhibition, most hits filed as inhibitors | 230,000 compounds, 1.6% hits | AID 2147, 2009; active = well fitted inhibition curve with a large enough effect, not every such curve was filed as active; inconclusive = small, poorly fitted or top-dose-only effect, or another doubt; inactive = no such curve, though single readings can be large or run the other way;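 note: 0% = wells with enzyme and -100% = buffer wells without enzyme; nearly all actives have a fitted effect of over 50% in size; many of its hits are not listed in these tables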
# SMN2 splice enh: qHTS Assay for Enhancers of SMN2 Splice Variant Expression. HEK293 SMN2-luciferase splicing reporter, luminescence, 30-36 h. Potency, µM (doses to about 46.1 µM), without a hit: at the top dose activity change, positive = activation, usual class: activators. 210,000 compounds, 2.8% hits; note: % of control where 0% means no effect; nearly all actives have a fitted effect of over 55% in size
#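 HEK293 cells carry an SMN2 minigene-luciferase reporter in which exon 7 inclusion puts luciferase in frame. Cells were seeded at 2000 cells/well, attached for 10-12 hours, then exposed to compounds for 30-36 hours at 37C before ONE-Glo luminescence.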
# * hit, by the source's call; ? = inconclusive; . = not tested or not shown; & = joins results of further samples; [ ] = another dose, or the depositor's remark. Unless noted, calls come from the whole dose curve; as a rule, active = well fitted curve in the direction sought with a large enough effect; inconclusive = small, poorly fitted or top-dose-only effect, or another doubt; inactive = no such curve, though single readings can be large; an effect the other way counts as inactive or inconclusive. Potency is the fitted concentration of half-maximal effect. An excerpt (hit frequency here may not be typical).
molecule	aGlu spleen mod	ALDH1A1 inh	GAA glycogen	GoLoco inh red	aGal spleen mod	GAA inh	JMJD2E inh	SMN2 splice enh
COc1ccccc1C1NC(c2ccccc2OC)C(C)C(=O)C1C (configuration not stated)	-9%	9%	0%	1%	-2%	0%	6%	-7%
CCS(=O)(=O)N1CCCC(C(=O)NCCc2ccc(C)cc2)C1 (configuration not stated)	4%	?	2%	1%	-9%	-2%	-11%	-13%
CC(=O)N[C@@H](CSC/C=C(\C)CC/C=C(\C)CC/C=C(\C)CCC=C(C)C)C(=O)O	-1%&-20%&-10%	-2%&5%	.	-2%&6%&2%	11%&3%&5%	.	4%	-14%&-4%&9%
COc1cccc(NC(=S)NNC(=O)C(C)n2nc(C)c([N+](=O)[O-])c2C)c1 (configuration not stated)	9%	0%	10µM*	8%	15%	0%	12%	19%
Cn1c(SCc2nc(-c3ccc(Cl)cc3)no2)nnc1-c1cccs1	-1%	3%	-1%	2%	4%	?	11%	-29%
COc1ccc(C(=O)Nc2ccccc2C(=O)NCc2ccco2)cc1OC	-9%	?	8%	9%	9%	1%	1%	19%
COc1ccc(NC(=S)N2CCN(c3ccc([N+](=O)[O-])cc3)CC2)cc1OC	-4%	4%	?	13%	-21%	6%	0%	-29%
Cc1cccc(-n2c(SCC(=O)N3CC(=O)Nc4ccccc43)nc3ccccc3c2=O)c1	-2%	?	-12%	53%[activator]	12%	8%	5%	1%
O=C(/C=C/c1cnc2ccccc2n1)NC12CC3CC(CC(C3)C1)C2	-8%	?	2%	-20%	-12%	-3%	-2%	10µM*
CC1CN(C(=O)Cn2c(C(F)(F)F)nc3ccccc32)CC(C)O1 (configuration not stated)	-1%	11%	10%	2%	0%	-3%	3%	9%
COCC(C)N1C(=O)Cc2c1nc(N)c1c(N)nc(N3CCN(c4ccccc4F)CC3)c(C#N)c21 (configuration not stated)	-7%	?	28%	3%	-6%	?	-9%	.
c1ccc2c(c1)CC1(CCCC1)N=C2N1CCOCC1	0%	.	-1%	-1%	-4%	.	5%	.
COCCCN(C(=S)Nc1cccc(Cl)c1)C(C)c1ccncc1 (configuration not stated)	2%	2%	-3%	-13%	5%	2%	-8%	-13%
COc1ccc(NC(=O)CCc2nc3ccccc3[nH]2)cc1	-13%	3%	0%	14%	-2%	0%	2%	-3%
CCC(=O)NC(NC(=S)Nc1c(C)n(C)n(-c2ccccc2)c1=O)C(Cl)(Cl)Cl (configuration not stated)	-4%	-1%	2%	-7%	1%	5%	8%	-1%
Nc1nc(-c2ccco2)nn1C(=O)c1ccc([N+](=O)[O-])cc1	0%	9%	10%	-8%	-3%	0%	-5%	10%

# As a working copy, part of the list above.
molecule	aGlu spleen mod	ALDH1A1 inh	GAA glycogen	GoLoco inh red	aGal spleen mod	GAA inh	JMJD2E inh	SMN2 splice enh
COc1ccc(NC(=S)N2CCN(c3ccc([N+](=O)[O-])cc3)CC2)cc1OC	-4%	4%	?	13%	-21%	6%	0%	-29%
Cc1cccc(-n2c(SCC(=O)N3CC(=O)Nc4ccccc43)nc3ccccc3c2=O)c1	-2%	?	-12%	53%[activator]	12%	8%	5%	1%
O=C(/C=C/c1cnc2ccccc2n1)NC12CC3CC(CC(C3)C1)C2	-8%	?	2%	-20%	-12%	-3%	-2%	10µM*
CC1CN(C(=O)Cn2c(C(F)(F)F)nc3ccccc32)CC(C)O1 (configuration not stated)	-1%	11%	10%	2%	0%	-3%	3%	9%
COCC(C)N1C(=O)Cc2c1nc(N)c1c(N)nc(N3CCN(c4ccccc4F)CC3)c(C#N)c21 (configuration not stated)	-7%	?	28%	3%	-6%	?	-9%	.
c1ccc2c(c1)CC1(CCCC1)N=C2N1CCOCC1	0%	.	-1%	-1%	-4%	.	5%	.
COCCCN(C(=S)Nc1cccc(Cl)c1)C(C)c1ccncc1 (configuration not stated)	2%	2%	-3%	-13%	5%	2%	-8%	-13%
COc1ccc(NC(=O)CCc2nc3ccccc3[nH]2)cc1	-13%	3%	0%	14%	-2%	0%	2%	-3%
CCC(=O)NC(NC(=S)Nc1c(C)n(C)n(-c2ccccc2)c1=O)C(Cl)(Cl)Cl (configuration not stated)	-4%	-1%	2%	-7%	1%	5%	8%	-1%
Nc1nc(-c2ccco2)nn1C(=O)c1ccc([N+](=O)[O-])cc1	0%	9%	10%	-8%	-3%	0%	-5%	10%

# The results go on.
molecule	aGlu spleen mod	ALDH1A1 inh	GAA glycogen	GoLoco inh red	aGal spleen mod	GAA inh	JMJD2E inh	SMN2 splice enh
Fc1ccc2nc(Nc3nc4c(F)cc(F)cc4s3)sc2c1	-2%	?	-3%	.	1%	3%	?	.
COc1ccc(N2CC(C(=O)Nc3ccc(S(=O)(=O)Nc4nccs4)cc3)CC2=O)cc1 (configuration not stated)	-4%	?	-4%	0%	0%	-7%	?	14%
CCOc1ccc(S(=O)(=O)Nc2nc3ccccc3nc2-n2ccc(=NC(=O)c3ccccc3C)cc2)cc1	3%	.	-1%	15%	2%	.	1%	.
c1ccc2c(Nc3ccc4c(c3)OCCO4)c3c(nc2c1)CCCC3	-3%	-2%	-3%	-1%	3%	-4%	12%	.
CCN(CC)S(=O)(=O)c1csc(C(=O)NCc2ccccc2)c1	-2%	-5%	0%	10%	-4%	0%	11%	-14%
Cc1ccccc1-c1noc(-c2ccccc2F)n1	1%	-2%	6%	3%	-1%	?	-9%	?
CCOc1ccccc1Oc1c(C)oc2cc(OC(=O)c3ccco3)ccc2c1=O	-7%	?	3%	-3%	6%	?	?	?
CCOc1ccc(/C=N/NC(=O)c2ccccc2NC(=O)c2ccc(OC)cc2)cc1	-2%	?	0%	-9%	-4%	-4%	?	119%
O=C(Nc1ccccc1)C(=O)Nc1ccccn1	-7%	-4%	8%	-10%	-2%	0%	-6%	4.5µM*
CC(=O)c1cccc(NC(=O)N2CCCC2C(=O)Nc2cc(C)ccc2C)c1 (configuration not stated)	-10%	5%	6%	5%	0%	-3%	-2%	-3%
CCc1c(C(=O)Nc2ccccc2)c(C)[nH]c(=S)c1C#N	-9%	3.5µM*	-22%	51%[activator]	-3%	-10%	?	-3%
CS(=O)(=O)N(CC(=O)NCCSCc1ccco1)c1ccc(Cl)cc1	-2%	?	-9%	2%	2%	2%	-2%	-18%
CCOc1ccc2nc(Cl)c(C3CC(c4ccccc4)=NN3C(=O)c3ccco3)cc2c1 (configuration not stated)	3%	13%	8%	4%	22%	-7%	0%	4%
CCOc1ccc2[nH]c(=O)c(CN(Cc3cccs3)Cc3nnnn3C(C)(C)C)cc2c1	8%	?	-7%	-8%	5%	?	?	-1%
O=C(CSc1c2c(nc3cc(Cl)ccc13)CCCC2)NCCN1CCOCC1	1%	0%	-3%	-6%	-2%	-9%	12%	-21%
Cc1cc(O)c(/C=N/c2ccccn2)c(=O)o1	-10%	-14%	1%	149%[activator]	-5%	-2%	?	-4%
CN(C)CCCCOc1cccc(Br)c1	-2%	?	-3%	10%	-1%	-5%	-5%	-12%
O=C(NC1CCN(Cc2nnnn2CCc2ccccc2)CC1)c1ccccc1F	-4%	-13%	5%	5%	-1%	?	-4%	2%
c1ccc(COn2c(-c3ccccc3)nc3c2CCc2nonc2-3)cc1	6%	8.9µM*	9%	.	3%	-7%	?	.
CC12CN3CC(C)(CN(C1)C3c1ccc(Br)cc1)C2 (configuration not stated)	2%	13%	7%	-6%	-21%	-1%	-21%	5%
CC(=O)Oc1ccc(N2C(=O)C3C4C=CC(O4)C3C2=O)cc1 (configuration not stated)	-1%	0.45µM*	-1%	18%	-4%	5%	-4%	-26%
COCCn1c(N)c(C(=O)NCc2cccs2)c2nc3ccccc3nc21	22%	?	-10%	11%	?	?	?	-11%
CS(=O)(=O)N(CC(=O)NC1CCCCCC1)Cc1ccc(Cl)cc1	-1%	14%	9%	7%	6%	?	8%	-3%
Cc1cccc(N(CC(=O)NCCSCc2ccccc2)S(C)(=O)=O)c1C	3%	3%	4%	3%	-5%	2%	9%	.
c1ccc2c(c1)CCCC2NC1=NCCC1 (configuration not stated)	-15%	10%	-5%	3%	3%	-9%	6%	-26%
CCc1nc(Nc2ccc(N3CCN(C(C)=O)CC3)cc2)c2oc3ccccc3c2n1	-8%	?	-12%	.	4%	?	?	.
Cc1noc(COc2ccccc2OCC(O)CNC(C)(C)C)n1 (configuration not stated)	-6%	-7%	5%	-12%	4%	-2%	-6%	-10%
O=c1c(Cc2ccc(Cl)cc2)c(O)ccn1Cc1ccccc1	3%	-7%	5%	6%	-2%	0%	1%	-2%
CON(C)c1nc(NCC(C)C)nc(OCC#N)n1	-5%	4%	-3%	-8%	-3%	-3%	6%	0%
CC(=O)N(C1=C(O)c2ccccc2C(=O)C1=O)C1CCCCC1	6%	10µM*	2%	7%	-14%	-2%	?	-20%
COCCOc1ccc(C(F)(F)F)cc1NC(=O)c1ccc(F)cc1	-4%	-9%	1%	-32%	0%	-5%	-6%	-11%
CCN(c1ccccc1)S(=O)(=O)c1ccc(OC)c(NC(=O)c2cccs2)c1	1%	-12%	-6%	6%	0%	3%	-3%	12%
